Screening data deposited in PubChem BioAssay by several laboratories.
rCAG binder = r(CAG) repeat RNA binding | 370,000 tested, 1.3% active | AID 651821 | inhibition, % at 3 µM | TO-PRO-1 dye displacement fluorescence;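 active means inhibition above the plate cutoff, the mean of all test compounds on that plate plus 3 SD, cut at about 35% in these data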;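 further: 0% = DMSO alone and 100% = 100 µM mitoxantrone as full dye displacement; higher means more dye released from RNA so lower well fluorescence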
ASAP1 inh = ASAP1 ArfGAP inhibition; Q9ULH1; ASAP1-stimulated ARF1 GTP hydrolysis, GDP FP detection; inhibition, % at 16.5 µM; 360,000 tested, 0.19% active; AID 624377; in the data active means inhibition above about 25%;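 further: 0% = vehicle with enzyme and substrate and 100% = no enzyme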
ABHD4 inh = inhibits mouse alpha/beta hydrolase domain 4; 370,000 tested, 0.54% active; Q8VD66; inhibition, % at 8.92 µM; AID 720543; purified mABHD4, FP-Rh probe fluorescence polarization;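 active means inhibition exceeding the mean over every tested compound plus 3 SD, cut at about 30% in these data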;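 further: 0% = plate median of compound wells and 100% = S159A mutant with DMSO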
Target sequence (Q8VD66 whole entry, looked up, the tested form may be a part): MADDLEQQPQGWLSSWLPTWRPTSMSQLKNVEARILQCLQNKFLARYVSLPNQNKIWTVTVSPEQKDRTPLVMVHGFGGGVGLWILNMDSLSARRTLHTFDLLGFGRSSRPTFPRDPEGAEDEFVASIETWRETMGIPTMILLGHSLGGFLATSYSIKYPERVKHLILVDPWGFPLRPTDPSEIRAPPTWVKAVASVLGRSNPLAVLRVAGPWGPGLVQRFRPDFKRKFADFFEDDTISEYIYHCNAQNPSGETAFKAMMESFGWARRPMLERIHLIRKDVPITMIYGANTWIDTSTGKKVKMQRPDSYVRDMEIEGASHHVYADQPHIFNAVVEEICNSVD
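Test system: mABHD4 protein; Read-out basis: % inhibition; Incubation: 45 min + 60 min at 25 °C; Repeats: single replicate; Technique: fluorescence polarization with parallel and perpendicular emission, 525/598 nm; Compound: 8.92 µM, single dose; Benchmarks: full inhibition S159A mutant plus DMSO, zero as sample-well median.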
NPR2 activator = GC-B (human) receptor activation | 370,000 tested, 0.11% active | HEK293-GC-B cells, CNP EC30, cGMP TR-FRET; 0% at EC30 CNP, 100% saturating CNP | P20594 | activation, % at 10 µM;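 active means activation at 10 µM reaching about 35% in either raw or pattern-adjusted values, limit read from the data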
PG9 Ab binder = PG9 antibody binding by small molecule | inhibition, % at 6.7 µM | TR-FRET gp120-PG9 antibody binding | 360,000 tested, 0.43% active | AID 624416; in the data active means inhibition above about 8.5%
ARFGAP1 inh = inhibits rat ARF GTPase activating protein 1; Q62848; Arfgap1-stimulated ARF1 GTP hydrolysis, GDP FP detection; inhibition, % at 16.5 µM; 360,000 tested, 0.26% active;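 active means inhibition above a per-plate limit, mean inhibition of low control wells plus 3 SD, cut at about 25% in these data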;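 further: 0% = DMSO wells with enzyme and 100% = wells lacking Arfgap1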
Target sequence (Q62848 1-136 limits assumed): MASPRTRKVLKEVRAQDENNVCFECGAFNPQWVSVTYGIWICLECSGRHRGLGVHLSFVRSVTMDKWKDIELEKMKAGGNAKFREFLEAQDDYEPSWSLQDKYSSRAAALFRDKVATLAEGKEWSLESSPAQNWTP
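Assay system: purified rat His6-Arfgap1 residues 1-136 (GAP domain); Reagent: human Δ17 ARF1 bound to GTP; Dosing: 16.5 µM single point, 1.26% DMSO; Times: GTP hydrolysis reaction 2 h at 25 °C; Signal: FP, GDP Alexa 633 tracer displaced from anti-GDP antibody, 620/688 nm; Measure: % inhibition from polarization.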
NR1D1 modulator = Rev-erb alpha (human) modulation | P20393 | Rev-erbα–FITC-DNA binding, fluorescence polarization, 90 min | activity, % at 10 µM | 370,000 tested, 0.79% active | AID 1259318;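 active means activity above about 14%, limit read from the data; passing the limit was not always enough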;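 further: 0% = DMSO wells with 35 nM protein and 100% = DMSO wells with 750 nM protein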
Target sequence (P20393 whole entry, looked up): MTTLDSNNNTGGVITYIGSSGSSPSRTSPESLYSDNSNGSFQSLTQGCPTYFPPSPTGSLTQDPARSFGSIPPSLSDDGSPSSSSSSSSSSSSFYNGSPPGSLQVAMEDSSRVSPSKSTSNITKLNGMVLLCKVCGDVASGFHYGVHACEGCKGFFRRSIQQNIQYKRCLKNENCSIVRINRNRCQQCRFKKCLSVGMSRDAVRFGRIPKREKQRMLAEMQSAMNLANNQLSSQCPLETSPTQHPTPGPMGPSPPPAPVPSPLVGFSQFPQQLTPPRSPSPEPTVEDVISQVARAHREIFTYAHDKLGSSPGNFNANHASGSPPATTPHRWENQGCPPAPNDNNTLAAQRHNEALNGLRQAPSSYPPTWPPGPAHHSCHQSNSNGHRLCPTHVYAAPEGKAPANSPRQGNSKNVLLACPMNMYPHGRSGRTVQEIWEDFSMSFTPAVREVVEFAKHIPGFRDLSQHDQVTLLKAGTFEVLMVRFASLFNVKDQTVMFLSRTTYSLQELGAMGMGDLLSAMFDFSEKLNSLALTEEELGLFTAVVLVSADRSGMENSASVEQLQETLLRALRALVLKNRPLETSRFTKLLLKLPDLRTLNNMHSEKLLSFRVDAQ
NPR1 activator = GC-A (human) enzyme activation; P16066; HEK293 GC-A cells, cGMP TR-FRET, EC30 ANP; 0% at EC30 ANP, 100% saturating ANP; activation, % at 10 µM; 370,000 tested, 0.14% active; in the data active means activation above about 40%
HTRA1 inhibitor = blocks human HTRA1 serine peptidase | recombinant HTRA1, FP-rhodamine activity-based probe, fluorescence polarization | Q92743 | inhibition, % at 5.96 µM | 340,000 tested, 0.5% active; in the data active means inhibition above about 36%;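 further: 0% = enzyme with DMSO and 100% = wells lacking enzyme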
SMARCA2 act = increases SMARCA2 function in MMTV reporter cells. MG213 cells, MMTV-luciferase reporter, dexamethasone, overnight. activation, % at 9.1 µM. 370,000 tested, 1% active. AID 652017; in the data active means activation above about 7.8%;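 further: 0% = vehicle wells and 100% = reference activator wells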
An asterisk follows results filed as active; · = not tested or not shown.

#1 Cc1ccc(CN2CCN(Cc3ccccc3)C(CCO)C2)s1 (stereo unspecified)
#2 CCCCC(CC)C(=O)NCCc1ccc(S(N)(=O)=O)cc1 (stereo unspecified)
#3 COc1ccc(C(=O)OCC(=O)NC2CC2)cc1OC
#4 CN(C)c1ccc(NC(=S)c2ccccn2)cc1
#5 CC(=O)C1=C(C)OC(N)=C(C#N)C1c1cc2cc(C)c(C)cc2nc1Cl (stereo unspecified)
#6 O=C(O)c1ccc(N2N=C(c3ccccc3)CC2c2ccccc2)cc1 (stereo unspecified)
#7 O=C(COC(=O)c1cc(S(=O)(=O)N2CCOCC2)ccc1F)Nc1ccc(Cl)cn1
#8 c1ccc(Cn2c(SCc3nc4ccccc4s3)nnc2-c2ccco2)cc1

assay / compound,1,2,3,4,5,6,7,8
rCAG binder,-5,-2,0,1,9,44*,5,-8
ASAP1 inh,-7,-2,11,-4,5,-2,-11,11
ABHD4 inh,3,2,-1,9,8,28,-9,-2
NPR2 activator,3,2,-3,8,1,-1,14,-2
PG9 Ab binder,-0.1,0.7,-0.8,-5.9,-1.5,1.0,-1.5,-1.3
ARFGAP1 inh,21,9,-1,6,1,-12,7,-7
NR1D1 modulator,-4,-3,2,6,-2,-7,3,-1
NPR1 activator,1,2,-2,7,-1,16,16,-4
HTRA1 inhibitor,2,1,0,2,-6,-11,8,-7
SMARCA2 act,1,0,4,1,1,4,-3,1

#9 CC(=O)Oc1ccc(NC(=O)C2CCCCC2)c(C(=O)O)c1
#10 c1ccc2c(C(c3nnnn3-c3ccc4c(c3)OCCO4)N3CCOCC3)ccnc2c1 (stereo unspecified)
#11 O=C(c1cc(-c2cccs2)on1)N1CCCCC1
#12 O=c1[nH][nH]c(-c2ccccc2)c1-c1ccccc1
#13 Cc1cc(C)nc(NC(=O)c2cc(-c3ccc(C)s3)nc3ccccc23)c1
#14 O=C(/C(=C/O)N=Nc1cccc(C(F)(F)F)c1)c1ccccc1
#15 Cc1ccc(-c2[nH]c(-c3ccc(Cl)cc3)nc2SCC(=O)NCC2CCCO2)cc1 (stereo unspecified)
#16 CC1(C)C(c2ccccc2)=NC(c2ccccc2)N1O (stereo unspecified)

assay / compound,9,10,11,12,13,14,15,16
rCAG binder,2,3,0,2,6,6,2,-4
ASAP1 inh,-6,2,11,7,-24,-2,0,1
ABHD4 inh,4,-1,4,5,4,-8,7,3
NPR2 activator,-9,0,5,-9,-2,1,-10,2
PG9 Ab binder,0.2,-1.0,0.1,-1.4,0.1,0.7,-0.9,-1.9
ARFGAP1 inh,3,9,3,2,-2,2,-2,8
NR1D1 modulator,-1,7,5,4,-3,-8,0,-3
NPR1 activator,-1,0,5,2,0,3,-8,4
HTRA1 inhibitor,2,·,-3,0,-43,-23,-2,-3
SMARCA2 act,2,0,3,-2,-2,2,-3,2

#17 CCOC(=O)c1cccc(NS(=O)(=O)c2c(C(=O)N3CCCCCC3)c(C)n(C)c2C)c1
#18 Cc1ccc(NC(=O)CN(C)C(=O)/C=C/c2ccc3c(c2)OCO3)cc1
#19 C/C(N)=C(/C#N)C(=O)CSc1nc2scc(-c3ccccc3)c2c(=O)n1C
#20 Cc1ccc(C(=O)NCCCN2CCOCC2)c(Cl)c1
#21 COc1cccc(C(=O)N2N=C(c3ccccc3)CC2(O)C(F)(F)F)c1 (stereo unspecified)
#22 COc1ccc(C(=O)Oc2cc3c4c(c2)C(C)=CC(C)(C)N4C(=O)C3=O)cc1OC
#23 CCOc1ccc(NC(=O)CN(C)C(=O)C2CCN(c3ncnc4sc(C)c(C)c34)CC2)cc1OCC
#24 COc1ccc(OC)c(NC(=O)Nc2nc(C(N)c3ccccc3Cl)cs2)c1 (stereo unspecified)

assay / compound,17,18,19,20,21,22,23,24
rCAG binder,-7,1,7,0,-1,2,0,8
ASAP1 inh,0,1,6,9,-2,6,10,8
ABHD4 inh,-3,-3,0,-1,-7,-10,5,20
NPR2 activator,-2,-2,1,2,0,-6,-2,-7
PG9 Ab binder,-2.6,-2.7,-0.3,-1.6,-1.7,1.6,-1.5,0.5
ARFGAP1 inh,-12,1,-7,-3,-4,4,21,11
NR1D1 modulator,-3,1,-2,7,3,2,-6,3
NPR1 activator,-4,-1,7,3,6,-1,1,-8
HTRA1 inhibitor,-5,1,-5,5,-6,10,-2,·
SMARCA2 act,3,1,-3,1,2,-1,-3,-4

#25 O=C(C1CCN(S(=O)(=O)N2CCC3(CC2)OCCO3)CC1)N1CCN(Cc2ccccc2)CC1
#26 O=C(NCCCn1cccn1)c1cc(COc2ccccc2)on1
#27 CCCCOC(=O)c1cc(-c2ccc(/C=N/n3cnnc3)o2)ccc1Cl
#28 O=c1c2ccccc2nc2n1CCS2
#29 O=S(=O)(CC1NCc2cc(F)ccc21)NCc1ccccc1 (stereo unspecified)
#30 CC(/C=N/NC(=O)c1cc(-c2cccn2C)n[nH]1)=C\c1ccccc1
#31 O=C(NNC(=S)Nc1ccc(F)cc1)[C@H]1C[C@@H]1c1ccccc1
#32 CC(C)C[C@H](NC(=O)c1cc2cc(Cl)ccc2n1C)C(=O)N1CCC[C@H]1C(=O)O

assay / compound,25,26,27,28,29,30,31,32
rCAG binder,-3,5,0,1,4,9,1,18
ASAP1 inh,-11,19,12,-3,·,1,-2,-4
ABHD4 inh,-10,1,-3,2,-7,-8,4,-4
NPR2 activator,1,-4,3,1,1,-6,3,1
PG9 Ab binder,-3.0,0.1,-1.5,-1.2,·,-2.3,0.9,0.8
ARFGAP1 inh,1,4,12,-11,·,-5,3,13
NR1D1 modulator,-1,-1,2,1,4,-3,2,-3
NPR1 activator,2,5,-6,3,1,-3,0,-4
HTRA1 inhibitor,-3,-1,-42,4,·,·,·,-7
SMARCA2 act,-4,6,0,1,-2,-3,-1,0

Reprinted: entries 22 to 29
#22 COc1ccc(C(=O)Oc2cc3c4c(c2)C(C)=CC(C)(C)N4C(=O)C3=O)cc1OC
#23 CCOc1ccc(NC(=O)CN(C)C(=O)C2CCN(c3ncnc4sc(C)c(C)c34)CC2)cc1OCC
#24 COc1ccc(OC)c(NC(=O)Nc2nc(C(N)c3ccccc3Cl)cs2)c1 (stereo unspecified)
#25 O=C(C1CCN(S(=O)(=O)N2CCC3(CC2)OCCO3)CC1)N1CCN(Cc2ccccc2)CC1
#26 O=C(NCCCn1cccn1)c1cc(COc2ccccc2)on1
#27 CCCCOC(=O)c1cc(-c2ccc(/C=N/n3cnnc3)o2)ccc1Cl
#28 O=c1c2ccccc2nc2n1CCS2
#29 O=S(=O)(CC1NCc2cc(F)ccc21)NCc1ccccc1 (stereo unspecified)

assay / compound,22,23,24,25,26,27,28,29
rCAG binder,2,0,8,-3,5,0,1,4
ASAP1 inh,6,10,8,-11,19,12,-3,·
ABHD4 inh,-10,5,20,-10,1,-3,2,-7
NPR2 activator,-6,-2,-7,1,-4,3,1,1
PG9 Ab binder,1.6,-1.5,0.5,-3.0,0.1,-1.5,-1.2,·
ARFGAP1 inh,4,21,11,1,4,12,-11,·
NR1D1 modulator,2,-6,3,-1,-1,2,1,4
NPR1 activator,-1,1,-8,2,5,-6,3,1
HTRA1 inhibitor,10,-2,·,-3,-1,-42,4,·
SMARCA2 act,-1,-3,-4,-4,6,0,1,-2

Next section:
#33 S=C(Nc1cccnc1)NC1CCCC1
#34 COc1ccc(NC(=O)CSc2nc3[nH]c(=O)[nH]c(=O)c3s2)cc1OC
#35 Cc1cc(N2CCCCC2)nc(SCC(=O)c2ccccc2)n1
#36 CC1=C(C(=O)OCCNC(=O)c2ccccc2O)C(c2ccccc2[N+](=O)[O-])C(C(=O)OCC2CCCO2)=C(C)N1 (stereo unspecified)
#37 Cc1ccc(NC(=O)c2cc(N3C(=O)CCC3=O)ccc2N2CCCCC2)cc1
#38 Cc1ccc(NC(=O)CN(C)C(=O)Cc2ccc(Cl)cc2Cl)cc1
#39 CCC(=O)Nc1ccc2c(c1)Cc1cc(NC(=O)CC)ccc1-2
#40 CC(C)(C)C1CCc2c(sc(NC(=O)CSc3nnc(-c4ccccc4)o3)c2C#N)C1 (stereo unspecified)

assay / compound,33,34,35,36,37,38,39,40
rCAG binder,2,6,-5,2,-2,6,-2,15
ASAP1 inh,7,-1,6,0,-2,-1,18,3
ABHD4 inh,-4,9,-2,-29,3,-9,-3,-5
NPR2 activator,6,-1,-3,-4,6,-1,-1,0
PG9 Ab binder,-1.1,-1.1,0.4,1.3,-0.6,-3.2,-0.6,-3.0
ARFGAP1 inh,8,6,-2,15,7,-1,19,-6
NR1D1 modulator,-2,-1,6,0,-3,6,-3,1
NPR1 activator,-2,1,-3,-6,1,-2,-2,0
HTRA1 inhibitor,-2,12,-11,-29,-4,-5,11,-23
SMARCA2 act,-4,-2,4,-5,-2,-4,-1,-1

#41 COCc1cc(N2CCCC2)nc(-c2ccccc2)n1
#42 COc1ccc(CNC(=O)CN(C(=O)c2snc(C(N)=O)c2N)c2ccccc2F)cc1
#43 O=C(O)c1ccccc1C(=O)Nc1ccc(S(=O)(=O)NC2CCCCC2)cc1
#44 COc1ccc(C(C)NC(=O)c2ccccc2Cl)cc1OC (stereo unspecified)
#45 Cc1nc(-c2ccc(F)cc2)c(CC(=O)Nc2cccc(S(=O)(=O)N3CCOCC3)c2)s1
#46 C=C(Cl)COc1cc(C)cc2oc(=O)cc(CC)c12
#47 CCn1cc(Cl)c(C(=O)Nc2nccs2)n1
#48 Cc1ccc(S(=O)(=O)N2CCCC(C(=O)NCCC3=CCCCC3)C2)cc1 (stereo unspecified)

assay / compound,41,42,43,44,45,46,47,48
rCAG binder,-5,3,-2,-4,11,4,-3,1
ASAP1 inh,-3,8,-2,8,8,3,2,12
ABHD4 inh,1,-3,-3,1,-14,-2,-1,3
NPR2 activator,5,-5,1,2,2,6,2,-3
PG9 Ab binder,0.3,-1.4,2.2,1.4,-0.7,2.1,-0.3,-1.1
ARFGAP1 inh,-10,5,-14,-3,8,10,5,-1
NR1D1 modulator,0,-3,2,-1,1,1,12,-4
NPR1 activator,-5,-17,2,2,-5,2,3,-2
HTRA1 inhibitor,1,-4,1,-5,-15,-15,0,2
SMARCA2 act,-3,-3,1,-2,-2,0,0,-2

#49 COc1ccc(-c2cn(Cc3cccc(OC)c3)nn2)cc1
#50 Cc1cccn2c(=O)c3cc(C(=O)NCc4ccco4)c(=N)n(CCc4ccccc4)c3nc12
#51 O=[N+]([O-])/C=C1/CCCCCN1
#52 CC(C)NC(=O)CCCn1cc([N+](=O)[O-])cn1
#53 COc1cc(C2OC(=O)C3C(c4ccc(OC(C)=O)c(OC)c4)OC(=O)C23)ccc1OC(C)=O (stereo unspecified)
#54 CC(C)N1C(=O)CCC1C(=O)N1CCN(c2ccccn2)CC1 (stereo unspecified)

assay / compound,49,50,51,52,53,54
rCAG binder,-9,21,0,3,-1,3
ASAP1 inh,5,-8,8,-7,2,7
ABHD4 inh,-4,-5,0,-5,3,-2
NPR2 activator,-2,-2,-1,0,-5,5
PG9 Ab binder,-1.8,1.7,0.3,-1.0,0.8,0.1
ARFGAP1 inh,-2,-6,3,-10,0,6
NR1D1 modulator,-2,-38,0,-2,2,-5
NPR1 activator,-3,9,1,-1,2,2
HTRA1 inhibitor,-9,-3,-9,0,11,8
SMARCA2 act,0,5,-2,-3,-4,2
